AddAB inh: less growth of phage-infected E. coli with AddAB. E. coli expressing H. pylori AddAB, absorbance growth. inhibition, % at 11.9 µM. 0.29% of 330,000 active; in the data active = inhibition above about 12%;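 note: 0% = vehicle wells of infected cells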
MITF TRPM1 HTS: activators of MITF-driven TRPM1 promoter activity in SK-MEL-5 cells; 0.75% of 300,000 active; SK-MEL-5 TRPM1-promoter luciferase, 24 h; % of positive control, neutral wells = 0; activation, % at 12.5 µM;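 active = mean activation of at least 80% with every replicate also reaching 80%; inconclusive = mean reaches 80% but some replicate falls short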;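 note: 0% = neutral control wells and 100% = parthenolide positive control wells; values of inactives mirror those of a sister screen read the other way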
Ecoli viability: bacterial growth inhibition, counter-screen for AddAB inhibitors; E. coli V3065 growth, OD600 absorbance, 18 h; inhibition, % at 11.9 µM; 0.27% of 330,000 active;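 active = inhibition above the campaign's mean inhibition across all tested compounds plus 3 SD, cut at about 9.9% in these data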;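 note: uninfected addAB+ strain grown without phage in ampicillin broth; 0% = DMSO wells and 100% = ciprofloxacin 0.95 µg/ml wells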
SR-BI HDL uptake: inhibitors of mouse SR-BI mediated HDL lipid uptake. 0.96% of 320,000 active. Q61009. ldlA[mSR-BI] CHO cells, DiI-HDL uptake fluorescence, 3 h. inhibition, % at 12.5 µM;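 active = mean replicate inhibition of at least 70% and a set share of replicates each scoring 70 or more; inconclusive = meets just one of the two criteria; inactive = fails both criteria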;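 note: 0% = median of neutral control wells and 100% = median of positive control wells; values of inactives mirror those of a sister screen read the other way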
Target sequence (Q61009 whole entry, looked up): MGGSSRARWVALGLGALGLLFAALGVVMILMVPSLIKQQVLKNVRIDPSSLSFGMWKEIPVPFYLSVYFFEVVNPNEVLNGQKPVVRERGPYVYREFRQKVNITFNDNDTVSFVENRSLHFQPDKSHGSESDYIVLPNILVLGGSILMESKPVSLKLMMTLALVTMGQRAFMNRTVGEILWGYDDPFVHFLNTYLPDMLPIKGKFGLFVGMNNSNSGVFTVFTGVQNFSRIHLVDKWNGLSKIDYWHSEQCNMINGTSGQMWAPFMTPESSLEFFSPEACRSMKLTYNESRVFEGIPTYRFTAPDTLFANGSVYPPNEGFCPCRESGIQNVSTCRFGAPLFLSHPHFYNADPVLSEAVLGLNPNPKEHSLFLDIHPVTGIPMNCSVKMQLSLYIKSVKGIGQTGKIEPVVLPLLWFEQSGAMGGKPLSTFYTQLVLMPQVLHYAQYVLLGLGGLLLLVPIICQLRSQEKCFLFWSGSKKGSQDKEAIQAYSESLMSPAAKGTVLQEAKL
SR-BI uptake up: activators of SR-BI mediated HDL lipid uptake; CHO ldlA[mSR-BI] cells, DiI-HDL uptake fluorescence, 3 h; 100 = double the neutral-control signal; activation, % at 12.5 µM; 0.096% of 320,000 active; AID 504775;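 active = mean replicate activation of at least 60% and every replicate at or above 60%; inconclusive = mean or all-replicate condition met, but not both; inactive = mean below 60% and not all replicates reaching 60%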;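 note: 0% = median plate neutral-control signal and 100% = twice that signal; values of inactives mirror those of a sister screen read the other way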
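system = CHO ldlA[mSR-BI] cells, LDL receptor-null, SR-BI overexpressing | medium = Ham's F12 with 0.5% BSA, HEPES 25 mM, pH 7.4 | probe or stimulus = DiI-HDL 10 µg/mL | compound dosing = single-point compound dose | incubation = compound exposure 3 h, 37 °C | technique = DiI fluorescence, bottom read | read-out = cell-associated DiI fluorescence as measure of HDL uptake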
Wnt act: activators of Wnt/beta-catenin signaling; Wnt/beta-catenin reporter cell assay, activator, plate reader; activation, % at 9.35 µM; 1.2% of 300,000 active; AID 743398; in the data active = activation above about 30%, passing the limit was not always enough; inconclusive = no clear call, values can overlap the other calls;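 note: 0% = neutral control wells and 100% = positive control wells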
CAL PDZ FP-1: CAL PDZ (human) peptide binding inhibition; inhibition, % at 24.9 µM; AID 602252; Q9HD26; purified CAL PDZ, TMR-peptide fluorescence polarization, 1 h; 0.92% of 300,000 active;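 active = mean inhibition of at least 30% with at least half of replicates also reaching 30%; inconclusive = no clear call, values can overlap the other calls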;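 note: 0% = DMSO neutral control and 100% = excess unlabeled competitor peptide PRC23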
Tat export inh: blocks Tat-dependent protein export in E. coli | AID 488895 | E. coli MC4100 TorA-mCherry Tat export, fluorescence | 0.036% of 340,000 active | inhibition, % at 10 µM;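 active = mean replicate inhibition at least 50% and at least half of replicates individually reaching 50%; inconclusive = only one of the two criteria met; inactive = neither criterion met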;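 note: exported cargo escapes ClpAP degradation while cytoplasmic cargo is degraded and loses fluorescence; 0% = median of neutral control wells and 100% = median of NaSCN control wells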
phage Ecoli inh: E. coli growth loss with phage present; 0.26% of 360,000 active; growth absorbance; inhibition, % at 11.9 µM; in the data active = inhibition above about 11%
CAL PDZ FP-2: human CAL PDZ-peptide interaction inhibition. Q9HD26. purified CAL PDZ, TMR-peptide fluorescence polarization, 1 h. inhibition, % at 20 µM. 0.02% of 330,000 active. AID 504414;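 active = highest replicate inhibition of at least 40%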;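 note: plate controls were DMSO neutral control wells for no effect and unlabeled competitor peptide control wells for full effect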
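System: tagged CAL PDZ domain. Schedule: 1 h room-temperature incubation prior to read. Signal: fluorescence polarization (mP). Measure: percent inhibition from loss of millipolarization.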
Numbers without * were called inactive; ? = inconclusive; . = no result given. Compounds were not picked by outcome. About 3.6% of those tested had a hit in this group.

SMILES	AddAB inh	MITF TRPM1 HTS	Ecoli viability	SR-BI HDL uptake	SR-BI uptake up	Wnt act	CAL PDZ FP-1	Tat export inh	phage Ecoli inh	CAL PDZ FP-2
Cc1ccc(-c2nc3ccccn3c2NC(=O)c2ccco2)cc1	3.6	-9	2.3	-22	22	5	-3	-4	2.6	-0.2
CCN(c1cc(C)cc(C)c1)S(=O)(=O)c1nnc(NC(=O)C(C)C)s1	.	4	.	48	-48	-3	-4	-2	1.4	-0.3
O=C(Nc1ccccc1C(=O)NCc1ccco1)NC1CCCCC1	4.4	-5	0.4	-2	2	.	-7	3	3.8	0.8
CC(c1ccc(F)cc1)n1c(Cn2ncc3ccccc3c2=O)n[nH]c1=S (centres undefined)	1.2	15	0.9	-14	14	0	.	-6	4.1	1.0
CC(=O)NCCC(=O)Nc1ccc(F)cc1C	5.1	-2	0.6	4	-4	-3	-2	-13	1.7	0.4
COc1ccc(OC)c(NC(=O)C2C3CCC(C3=C(C)C)C2C(=O)O)c1 (centres undefined)	2.6	.	0.3	2	-2	-3	3	-6	0.6	.
O=C(NC1=NCCS1)Nc1ccccc1	3.8	41	-1.6	-19	19	42*	-3	1	3.2	-0.2
COc1cc(NC(=O)COC(=O)CCOc2ccc(C)cc2)cc(OC)c1	1.3	-11	-1.7	-8	8	-1	-2	8	-0.6	-2.3
Cc1cc2n(n1)C(c1sccc1C)Nc1c(C)cccc1-2 (centres undefined)	-1.3	.	-0.7	21	-21	.	-6	-2	2.9	0.0
Cn1c(=O)c2c(ncn2CC(=O)N/N=C/C(Br)=C/c2ccccc2)n(C)c1=O	6.5	8	3.0	8	-8	.	-4	-1	2.0	-1.7
CN1CCc2c(sc3c2C(=O)NC(c2ccc4c(c2)OCO4)N3)C1 (centres undefined)	2.1	20	1.8	8	-8	0	-1	5	2.8	-11
O=C(Nc1nc2c(s1)CCCC2)c1cccc(S(=O)(=O)N2CCCc3ccccc32)c1	1.0	-12	1.8	56	-56	-1	-3	?	1.2	-1.5
O=S(=O)(Nc1ncccn1)c1ccc(F)cc1	.	15	.	-5	5	-1	9	-4	2.2	.
Cn1ccnc1C(=O)c1cc(SCC(=O)N2CCOCC2)nc2ccccc12	-1.4	1	-1.0	-22	22	-1	0	0	2.0	-1.5
O=C(COC(=O)CCc1ccc(S(=O)(=O)N2CCOCC2)cc1)Nc1ccccc1[N+](=O)[O-]	0.2	-7	-1.0	7	-7	4	2	-1	-3.9	-1.0
Cc1nn(CCCC(=O)NCCc2ccc(Cl)cc2)c(=O)c2nn(-c3ccccc3)c(C)c12	2.6	-13	-0.9	-10	10	-4	4	-5	0.6	-0.2
CC1CN(C(=O)c2cccc(S(=O)(=O)NCc3ccccc3)c2)CC(C)O1 (centres undefined)	0.8	3	2.3	-6	6	-2	-2	-3	0.6	0.9
CSc1nsc(SCC(=O)N2CCN(c3ccccc3)CC2)n1	4.7	-14	1.6	-13	13	.	-5	-2	1.2	-1.9
COc1ccc(C(=O)C(CCC(CNC(C)(C)C)C(=O)c2ccc(OC)cc2)CNC(C)(C)C)cc1 (centres undefined)	3.1	-96	0.3	-30	30	.	-1	5	4.0	-3.6
CCOC(=O)N1CCN(C(=O)Nc2ccccc2)CC1	0.2	0	-2.8	-6	6	0	-3	-11	1.4	-0.9
COc1cccc(CN2CCNC(=O)C2CC(=O)N(C)C2CCCCC2)c1 (centres undefined)	0.5	-8	-0.4	-27	27	0	-7	4	1.3	-0.9
COc1cc(NC(=O)c2ccc(-c3cccc([N+](=O)[O-])c3)o2)ccc1NC(=O)C(C)C	-1.6	4	1.7	64	-64	1	-4	13	1.5	-0.4
CCc1ccc(N(C(=O)c2csnn2)C(C(=O)NC(C)(C)CC)c2ccccn2)cc1 (centres undefined)	4.3	.	3.1	-11	11	10	.	-5	2.2	-0.7
COc1ccccc1C(=O)N1CC2(C)CC1CC(C)(C)C2 (centres undefined)	2.9	.	1.4	-28	28	-2	-1	1	2.5	-0.3
COc1ccc([N+](=O)[O-])cc1NS(=O)(=O)Cc1ccccc1	1.7	.	1.1	-17	17	-1	-2	1	3.9	-0.2
CCSc1nc(N2CCOCC2)c2c(c1C#N)CC(C)(C)N(C)C2	4.4	8	0.0	28	-28	.	.	2	-1.5	-2.5
CC(C)(Cc1ccccc1)NC(=O)C(=O)c1cn(CC(=O)N2CCOCC2)c2ccccc12	1.6	1	1.0	9	-9	-1	-5	5	-0.2	-0.8
Cc1ccccc1Nc1nnc(SCc2cc([N+](=O)[O-])cc3c2OCOC3)s1	2.4	0	-1.7	35	-35	-2	.	0	.	-0.5
Cc1cccc(C(=O)NC2CCN(C(=O)Nc3ccc(F)cc3)CC2)c1	1.2	-6	0.2	3	-3	-1	0	-2	-0.9	0.8
Cn1c(Cn2c(=O)sc3ccccc32)nnc1SCc1ccccn1	0.9	-4	1.0	11	-11	.	.	6	0.5	1.7
Cc1cc(=O)oc2cc(OCC3CC(c4ccc(Cl)cc4)=NO3)ccc12 (centres undefined)	1.9	18	1.9	-2	2	.	-3	2	1.3	0.6
Fc1ccc(N=Cc2ccc[nH]2)cc1	2.8	7	-0.9	-1	1	-1	0	-4	0.5	-1.8
CCn1cc(C(=O)OCC(=O)N2C(C)CCCC2C)c(=O)c2ccc(C)nc21 (centres undefined)	5.8	-8	-0.7	-18	18	-3	-1	-4	2.0	-0.7
CC(C)C(=O)NC(NC(=S)Nc1ccc(S(N)(=O)=O)cc1)C(Cl)(Cl)Cl (centres undefined)	1.8	13	-0.8	-12	12	.	-13	7	3.0	-0.5
CCOC(=O)CSc1ccc(S(=O)(=O)N(C)C2CCCCC2)cc1[N+](=O)[O-]	0.0	0	-1.1	-6	6	-2	-3	7	0.8	-2.4
O=c1c2ccccc2ncn1-c1ccc([N+](=O)[O-])cc1[N+](=O)[O-]	0.2	-18	1.1	.	.	3	11	3	2.0	0.9
Nc1nncn1C(=O)CCCN1C(=O)c2ccccc2C1=O	3.4	3	-0.2	-5	5	0	0	-8	1.5	-0.8
CCc1ccc(OCCOCC(O)CNC2CCCC2)cc1 (centres undefined)	0.8	-12	1.4	-6	6	0	3	2	4.5	0.6
c1ccc(-c2nc(NCC3CCCO3)c3oc4ccccc4c3n2)cc1 (centres undefined)	0.9	-8	1.1	4	-4	.	.	7	-1.2	-3.6
Cc1ccccc1CS(=O)(=O)c1nnc([C@H](Cc2ccccc2)NC(=O)OC(C)(C)C)o1	-1.6	-82	-2.2	10	-10	-9	-1	1	3.4	1.1
O=C(COC(=O)/C=C/c1ccccc1[N+](=O)[O-])NNC(=O)c1ccc(F)cc1	.	-15	.	-6	6	-2	-4	-3	0.4	-3.7
Cc1cccc(N2C(=S)N=C(Nc3c(C)cccc3C)C23CCOC(C)(C)C3)c1 (centres undefined)	3.7	-14	2.0	-9	9	-2	-4	0	2.0	-1.6
Cc1cc(O)c(C=O)c2c1C(=O)Oc1c(CO)c(O)c3c(c1O2)C(O)OC3=O (centres undefined)	4.9	-2	0.5	8	-8	.	-3	-5	.	2.2
CC(=O)c1nn(-c2ccc(Br)cc2)cc1C(=O)c1ccccc1	-1.0	-9	-2.6	0	0	-5	-1	-9	4.5	-1.4
COc1ccc(NC(=O)CSc2nnc(-c3cccs3)n2Cc2ccco2)cc1OC	1.5	-4	2.5	15	-15	.	.	3	3.2	0.2
COc1ccc(-c2oc3ccccc3c2C(=O)OCc2ccccc2OC)cc1	1.9	12	0.9	60	-60	-5	-3	9	-0.3	-0.6
CC1CCc2nn(CC(=O)NCCC3=CCCCC3)cc2C1 (centres undefined)	5.2	8	2.2	5	-5	0	1	4	0.3	-0.8
O=C(Oc1ccccc1Cl)c1ccc2c(=O)n3c(nc2c1)CCC3	1.2	10	-0.2	-8	8	1	-10	9	3.7	-4.7
COCCN1CCN(Cc2cn(C)nc2-c2ccc(Oc3ccccc3)cc2)CC1	-1.8	4	-1.6	.	.	0	-2	0	2.9	-2.8
CC(C)CC(=O)N=C1SC2CS(=O)(=O)CC2N1Cc1ccccc1 (centres undefined)	1.6	-12	-1.8	-10	10	6	-24	-5	1.6	-0.7
Cc1nn(-c2ccccc2)c(OC(=O)c2cccs2)c1S(=O)(=O)c1ccccc1	4.7	0	2.9	8	-8	.	-4	5	1.5	.
COC(=O)c1ccc(N2CCC(c3cc(-c4ccc(OC)cc4)n[nH]3)CC2)c([N+](=O)[O-])c1	0.6	0	-1.4	26	-26	.	-5	0	2.8	-0.4
COc1ccc(-c2cc(C3CC3)nc(N)c2C#N)cc1	0.5	-10	1.0	31	-31	3	-2	-10	3.8	.
CCOC(=O)c1c(NC(=O)c2ccc(S(=O)(=O)N3CCOCC3)cc2)sc2c1CCN(C(C)C)C2	-3.7	11	-3.0	-5	5	-4	-6	3	3.2	-3.3
Cc1ccc(CN(C)C(=O)c2ccccc2Oc2ccccc2)o1	1.9	4	0.8	-13	13	.	2	6	0.8	-0.7
CCc1cc(C(=O)O)c(NC(=O)/C=C/c2ccc(OC)c(OC)c2)s1	0.4	-2	0.9	-10	10	-2	.	-2	1.4	1.3
Cn1c(=O)cc(OCCCC(=O)NCc2ccco2)c2ccccc21	2.9	7	1.7	-5	5	5	.	-7	2.9	-1.5
CCOc1ccc2nc(NS(=O)(=O)c3ccc(NC(C)=O)cc3)sc2c1	2.6	9	-0.5	18	-18	0	-3	-5	2.0	-0.7
Cc1noc(C)c1C(=O)Nc1ccc(Cl)cc1C(F)(F)F	2.8	9	1.2	7	-7	-1	-1	6	.	-1.1
Cc1cc(C(=O)COC(=O)c2n[nH]c3ccccc23)c(C)n1C	-0.1	.	0.4	24	-24	.	-2	4	1.0	-3.1
CCOc1ccccc1C(=O)Nc1cc(C)ccc1NC(=O)c1ccco1	3.0	-11	1.1	4	-4	-1	-6	-5	3.1	-2.1
CC(C)CCn1c(SCc2ccc(Cl)cc2)nc2c1c(=O)[nH]c(=O)n2C	3.7	12	-0.1	11	-11	5	-1	2	-0.3	-2.4

From PubChem
